# Screening results: PubChem, NCI
# Growth percent in the NCI-60 one-dose screen (48 h, 10 µM unless noted): 100 = growth as untreated, 0 = no growth, -100 = all killed.
# COLO 205: COLO 205 colon cancer; 7.3% of 79,000 active; AID 1794742
# NCI-H322M: NCI-H322M lung cancer | 2.7% of 80,000 active
# NCI-H23: NCI-H23 lung cancer; 4% of 80,000 active
# NCI-H460: NCI-H460 lung cancer. 6.8% of 82,000 active. AID 1794736
# NCI/ADR-RES: NCI/ADR-RES ovarian cells; 4.4% of 81,000 active; AID 1794790
# NCI-H522: NCI-H522 lung cancer; 8% of 78,000 active; AID 1794739
# HCT-116: HCT-116 colon cancer. 7.3% of 82,000 active. AID 1794798
# NCI-H226: NCI-H226 lung cancer | 3.5% of 79,000 active | AID 1794732
# HCT-15: HCT-15 colon cancer. 5.2% of 82,000 active
# An asterisk follows results filed as active; x = not tested or not shown; [ ] = remark or other dose. How the source made its calls: active means growth percent below 10; inactive means the rest.
SMILES,COLO 205,NCI-H322M,NCI-H23,NCI-H460,NCI/ADR-RES,NCI-H522,HCT-116,NCI-H226,HCT-15
CNc1oc(Cc2ccccc2Cc2nc(C#N)c(NC)o2)nc1C#N,116,96,104,111,108,99,106,100,105
COc1cc(-c2nc(SC(C)C)nc(Nc3ccc(Cl)cc3)c2C#N)cc(OC)c1OC,99,93,83,80,86,x,80,x,98
COc1ccc(-c2cc(-c3cccnc3)nc3sc4c(c23)N=NN2CCN=C42)cc1OC,107,105,98,104,105,80,99,101,102
COc1ccc(/C=C/C(=O)CCC(=O)O)cc1OC,106,97,109,111,111,93,104,102,115
N#Cc1c(-c2ccc(F)cc2)cc(-c2ccccc2Br)[nH]c1=O,117,102,102,101,106,87,96,94,97
Cc1ccc[n+](CC(=O)c2ccccc2)c1,99,113,99,114,103,88,97,94,106
O=C(O)c1cc(N=Nc2ccc(-c3ccc(N=Nc4ccc(O)c(N=Nc5ccc(S(=O)(=O)O)c6ccccc56)c4O)cc3)cc2)ccc1O,115,88,89,100,99,92,99,111,98
COc1ccc(C(=O)C[n+]2cc3ccccc3cc2C)cc1,87,93,88,95,93,79,84,104,93
Nc1c(C(=O)Nc2ccccc2F)sc2nc3c(cc12)C(=O)CCC3,5.8*,69,43,11,-4.4*,-15*,32,75,40
NS(=O)(=O)c1ccc(Nc2nc(N/N=C/C=C/c3ccccc3)nc(Nc3ccccc3)n2)cc1,55,57,40,6.2*,91,66,30,59,45
CCN(CC)CCCC(C)Nc1c(C)cnc2ccc(C)cc12 (stereo not given),105,92,97,101,96,105,85,80,105
O=C(Cn1c(C(=O)c2ccccc2)nc2ccccc21)c1ccc(F)cc1,119,75,67,99,16,-9.3*,39,84,44
COc1ccc(NC(=O)Nc2cc(C(F)(F)F)cc(C(F)(F)F)c2)c(C(=O)O)c1,117,102,102,102,101,100,99,93,108
CCOC(=O)C1=C(C(=O)OCC)N(c2ccccc2)C(N)=C(C#N)C1c1cc(=O)[nH]c2ccccc12 (stereo not given),116,100,97,105,100,94,107,94,105
[2H]C([2H])([2H])Oc1ccc2ncc(C#Cc3cncc(C(=O)Nc4ccc(CN5CCN(C)CC5)c(C(F)(F)F)c4)c3)n2n1,-62*,-99*,-80*,2.4*,-68*,-40*,-30*,-66*,-88*
C=CCC(=O)N[C@H](/C=C/C(=O)O)Cc1ccc(-c2cc(Cl)cc(Cl)c2)cc1,96,101,93,100,107,71,82,86,98
COc1cccc(C(=O)Nc2cccc(-c3cn(-c4ccc(S(N)(=O)=O)cc4)nn3)c2)c1,133,108,94,120,99,111,108,91,106
O=[N+]([O-])c1cccc(-c2nc3sccn3c2-c2ccnc(NCCNS(=O)(=O)c3ccc(Cl)cc3)n2)c1,91,92,85,75,68,65,81,74,69
CSc1ncnc2c1nnn2C1OC(COC(=O)c2ccccc2)C(OC(=O)c2ccccc2)C1OC(=O)c1ccccc1 (stereo not given),105,85,78,31,79,61,83,70,64
COC(=O)c1cc(-c2ccccc2)[nH]c1N/N=C/c1c(Cl)cccc1Cl,13,35,14,-3.3*,-16*,-42*,-2.0*,38,15
O[C@H]1CCC[C@H]1NCc1ccnc2cc(Cl)ccc12,91,106,98,106,94,83,91,95,106
CNc1nc2c(s1)C(c1ccc(OC)cc1)CC(=O)N2 (stereo not given),107,97,94,99,97,83,100,94,114
Cc1nn(-c2ccccc2)c2c1-c1ccccc1CO2,103,100,95,104,102,92,98,100,96
COc1cccc(Cn2cc(C(=O)Nc3cccnc3Nc3ccc(OC)c(OC)c3)nn2)c1,107,92,91,113,90,97,106,98,104
CCCCCC(=O)C(C)=O,101,96,94,104,101,88,104,99,99
Cc1ccc(S(=O)(=O)Oc2ccc(Br)cc2)cc1,119,94,92,115,91,80,86,92,93
O=C1CN(Cc2ccc(C(=O)NO)cc2)C(=O)[C@@H](Cc2ccccc2)N1,114,102,100,103,110,98,97,104,104
O=C(N/N=C(\CS(=O)(=O)c1ccccc1)c1cc2cc(Br)ccc2oc1=O)c1ccccc1,x,104,101,100,105,95,104,x,100
O=C(O)C(O)c1ccccc1 (stereo not given),109,100,101,107,105,103,97,99,113
COCCOC(=O)COc1ccc(OC)cc1,115,95,105,108,104,115,106,97,98
COc1cc([C@H](C)c2ccc3ccccc3c2)cc(OC)c1OC,-3.7*,56,30,8.8*,18,10,6.7*,68,22
CSc1nc(=O)[nH]nc1SCc1ccccc1,104,109,104,99,115,129,90,105,104
CSCc1cnc(C2OCCO2)s1,112,104,103,97,102,99,100,99,102
O=c1c2cc(Cl)ccc2oc2ccc(OCCCCCCN3CCCCC3)cc12,97,102,88,85,89,95,67,96,47
Cn1c(=O)c2c(nc3n2CCCN3CCc2ccccn2)n(C)c1=O,102,105,113,105,108,x,103,100,100
CCC(c1ccc2cc(OC)ccc2c1)C(C)(C)C(=O)F (stereo not given),113,96,117,108,102,97,96,104,102
COc1ccc(-c2cnnn2-c2cc(OC)c3c(c2)OCO3)cc1,-80*,43,27,11,12,-45*,14,88,15
Nc1cccc2ncccc12,104,x,102,106,108,91,106,118,111
O=c1oc2ccc(Br)cc2c(=O)n1-c1ccc(Br)cc1F,x,2.6*,-38*,1.6*,2.9*,6.4*,-40*,x,2.5*
Cc1ccc(S(=O)(=O)Nc2ccc(I)cc2)cc1,97,102,103,101,99,x,98,97,104
CCCC(CC)N(c1ccc(OC)cc1)c1nc(-c2ccc([N+](=O)[O-])cc2)cs1 (stereo not given),110,91,89,100,91,81,89,94,100
Clc1ccc(SC2Cc3ccccc3C2)cc1,116,97,110,111,117,103,103,106,109
C=CCn1cc(C2=C(c3cccc4ccccc34)C(=O)N(O)C2=O)c2cc(Br)ccc21,106,85,89,105,100,94,91,92,95
O=CN1N=C(c2ccc(Nc3ccnc4cc(Cl)ccc34)cc2)CC1c1ccccc1 (stereo not given),55,81,48,44,7.2*,2.5*,24,65,15
Cc1ccc(S(=O)(=O)N(C)Cc2ccccc2)cc1,110,94,99,105,99,87,108,91,106
O=C(N1c2ccc(F)cc2[C@H]2C=CC[C@H]2[C@H]1C[P+](c1ccccc1)(c1ccccc1)c1ccccc1)C(F)(F)F,102,92,95,102,104,73,71,99,107
Nc1nc2c(ncn2[C@@H]2O[C@H](CSSC[C@H]3O[C@@H](n4cnc5c(=O)[nH]c(N)nc54)[C@H](O)[C@@H]3O)[C@@H](O)[C@H]2O)c(=O)[nH]1,x,95,99,104,100,98,103,x,99
Cc1ccc(-c2nn3c(nc2=O)-c2ccccc2N2C(=O)CCCC23C)cc1 (stereo not given),108,89,92,100,96,93,108,97,103
N[C@H](C(=O)O)[C@@H]1CC(Cl)=NO1,33[20 µM],37[20 µM],23[20 µM],7.1*[20 µM],28[20 µM],25[20 µM],14[20 µM],38[20 µM],16[20 µM]
CCN1CCN(CCCNc2nccc(-c3cn(-c4ccccc4)nc3-c3ccc(Cl)c(OC)c3)n2)S1(=O)=O,82,x,97,88,80,54,87,77,67

# The list goes on:
SMILES,COLO 205,NCI-H322M,NCI-H23,NCI-H460,NCI/ADR-RES,NCI-H522,HCT-116,NCI-H226,HCT-15
O=S(=O)(O)CS(=O)(=O)OCCCl,101,108,102,103,111,86,91,104,102
CCN(CC)CCn1ncc(Sc2cc([N+](=O)[O-])ccc2N)c(Cl)c1=O,67,93,71,85,83,58,64,82,59
N/C(=N\c1nc2ccccc2s1)NC(=O)Nc1ccccc1,28,74,55,14,18,-13*,17,88,23
O=C1OC(c2nc3ccccc3s2)=C/C1=C\c1ccccc1Cl,101,97,104,102,103,97,103,97,107
CCOC(=O)c1c(C)nc2ccccc2c1/C=C/c1ccc(C)cc1,82,102,52,80,48,59,57,72,72
O=[N+]([O-])c1cc(Cl)cc(Cl)c1OC1C=CCC1 (stereo not given),104,117,104,113,97,94,98,97,99
O=S(Nc1ccccc1)c1ccc(N2CCOCC2)cc1 (stereo not given),115,99,104,81,101,67,89,87,95
O=C1NC(=O)C(c2ccccc2)(c2ccccc2)N1Cc1cn(-c2c3ccccc3nc3ccccc23)nn1,107,93,85,74,87,16,68,99,60
COC1OC(C(O)C(O)CO)C(O)C(O)C1O (stereo not given),111,98,106,106,106,111,91,93,99
CCCCNC(=O)Oc1ccc2c(=O)c3sc4c(=O)c5ccccc5c(=O)c4c3c(=O)c2c1,-85*,-97*,-48*,-75*,-19*,-70*,-16*,-89*,-84*
COc1ccc(C2Nc3n[nH]c(-c4ccccc4)c3C(=O)CS2)cc1 (stereo not given),123,102,97,104,97,94,98,91,94
CC(C)OCC(CCl)OC(=O)Nc1ccccc1 (stereo not given),111,99,93,105,107,98,108,100,108
N#Cc1cccc(C2C3=C(COC3=O)N(CCO)c3cc4c(cc32)OCO4)c1 (stereo not given),8.4*,49,44,15,57,17,17,75,26
CCOc1cccc(C/C(C)=C(/c2ccc(OCCN(C)C)cc2)c2ccc(OC(C)=O)cc2)c1,106,106,91,101,93,97,100,79,86
CN(C)C(=O)Oc1ccc[n+](C)c1,113,108,103,108,101,101,106,101,99
COc1ccc(COC(=O)CC(C)C)cc1,109,101,93,108,99,79,96,95,105
Cc1ccc(COc2cccc(/C=C3/N=C4SCCCN4C3=O)c2)cc1,102,98,95,97,94,89,85,95,97
CC(Oc1ccc(Cl)cc1Cl)C(=O)N=Nc1c(O)n(C)c2ccccc12 (stereo not given),108,94,100,101,99,89,105,98,95
Clc1c(Cl)c(Cl)c2n[nH]nc2c1Cl,121,104,86,98,88,92,101,100,97
CC1C(=O)CC2C3(C)CCC2(C(C)C(=O)O)C(=O)C13 (stereo not given),106,111,98,107,104,88,100,105,104
CC[C@]12C=CCN3CC[C@@]4(c5cc([C@@H]6CCC(=O)N6)c(OC)cc5N(C)[C@H]4[C@@](O)(C(=O)OC)[C@@H]1OC(C)=O)[C@@H]32,105,112,103,105,100,97,101,98,106

# Molecules listed so far with a carbonyl joined to an NH by a bond outside any ring:
SMILES,COLO 205,NCI-H322M,NCI-H23,NCI-H460,NCI/ADR-RES,NCI-H522,HCT-116,NCI-H226,HCT-15
Nc1c(C(=O)Nc2ccccc2F)sc2nc3c(cc12)C(=O)CCC3,5.8*,69,43,11,-4.4*,-15*,32,75,40
COc1ccc(NC(=O)Nc2cc(C(F)(F)F)cc(C(F)(F)F)c2)c(C(=O)O)c1,117,102,102,102,101,100,99,93,108
[2H]C([2H])([2H])Oc1ccc2ncc(C#Cc3cncc(C(=O)Nc4ccc(CN5CCN(C)CC5)c(C(F)(F)F)c4)c3)n2n1,-62*,-99*,-80*,2.4*,-68*,-40*,-30*,-66*,-88*
C=CCC(=O)N[C@H](/C=C/C(=O)O)Cc1ccc(-c2cc(Cl)cc(Cl)c2)cc1,96,101,93,100,107,71,82,86,98
COc1cccc(C(=O)Nc2cccc(-c3cn(-c4ccc(S(N)(=O)=O)cc4)nn3)c2)c1,133,108,94,120,99,111,108,91,106
COc1cccc(Cn2cc(C(=O)Nc3cccnc3Nc3ccc(OC)c(OC)c3)nn2)c1,107,92,91,113,90,97,106,98,104
O=C1CN(Cc2ccc(C(=O)NO)cc2)C(=O)[C@@H](Cc2ccccc2)N1,114,102,100,103,110,98,97,104,104
O=C(N/N=C(\CS(=O)(=O)c1ccccc1)c1cc2cc(Br)ccc2oc1=O)c1ccccc1,x,104,101,100,105,95,104,x,100
N/C(=N\c1nc2ccccc2s1)NC(=O)Nc1ccccc1,28,74,55,14,18,-13*,17,88,23
CCCCNC(=O)Oc1ccc2c(=O)c3sc4c(=O)c5ccccc5c(=O)c4c3c(=O)c2c1,-85*,-97*,-48*,-75*,-19*,-70*,-16*,-89*,-84*
CC(C)OCC(CCl)OC(=O)Nc1ccccc1 (stereo not given),111,99,93,105,107,98,108,100,108
